# Screening data as filed in PubChem BioAssay.
# CCT chaperon mod = cytosolic chaperonin activity modulation; purified chaperonin ATPase assay, HTRF ADP detection, 30 min; activity change, % (no concentration beside the values), hits read low; actives 0.3% (n = 360,000); in the data active = activity change below about -30%; also: % is scaled to controls: 0 for no effect and ±100 for the full control effect
#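 TRiC at 40 or 20 nM final (batch-dependent) in 30 mM Tris pH 7.4, 100 mM KCl, 5 mM MgCl2, 1 mM DTT, with compound at single 76 uM and 10 uM ATP, 30 min at 37 deg C. ADP detected by HTRF Transcreener, 665/615 ratio.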
# MmCpn inh = blocks the Methanococcus maripaludis chaperonin Mm-Cpn. purified Mm-Cpn ATPase, ADP Transcreener TR-FRET. Potency, µM (series often up to 76.9 µM), for inactives: at the top dose activity, negative = inhibition, hits mostly inhibitors. actives 0.031% (n = 330,000). AID 504842; also: potency is read from the fitted curve at half-maximal effect; % is scaled to controls: 0 for no effect and ±100 for the full control effect; nearly all actives have a fitted effect of over 80% in size
#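 25 nM Mm-CPN + cpd, 10 min 37°C; + 10 uM ATP, 30 min 37°C; buffer 30 mM Tris pH 7.4, 100 mM KCl, 5 mM MgCl2, 1 mM DTT; Transcreener ADP HTRF detection 30 min RT.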
# HepG2 viability = kills HepG2 cells in TGF-b inhibitor counter-screen. Potency, µM (top dose mostly 46.1 µM), for inactives: top-dose activity change, negative = cytotoxicity, actives largely listed as cytotoxic. actives 0.76% (n = 410,000). AID 588856. HepG2 CAGA-GFP viability, ATP luminescence, 18 h; also: potency is read from the fitted curve at half-maximal effect; some results filed as inactive show a strong effect at the top dose
#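 HepG2 CAGA-GFP cells (1000/well, DMEM with 1% FBS) received compound, then TGF-beta at 500 pg/mL final, and were incubated 18 hours at 37 degrees C. Viability was read by CellTiter-Glo luminescence. Media-only wells were set as complete cell-killing and DMSO as no toxicity.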
# Nrf2 ARE act = activates Nrf2 signaling. AREc32 ARE-luciferase reporter (MCF7-derived line), luminescence, 24 h. Potency, µM (doses to about 46.1 µM), without a hit: top-dose activation, most hits filed as activators. actives 0.31% (n = 410,000). AID 624171; also: potency is read from the fitted curve at half-maximal effect; % of control where 0% means no effect; nearly all actives have a fitted effect of over 65% in size
#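 ARE activation measured as luciferase luminescence (Steady-Glo, 30 min RT) in AREc32_Fluc cells after 24 hr compound exposure at 37 deg C, 5% CO2; cells seeded overnight at 1000/well in OPTI-MEM, 5% FBS.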
# S2 tox = reduces viability in counter-screen for ATXN expression inhibitors. S2 cells (HEK-293 line with an ATXN2-luciferase reporter) viability, CellTiter-Fluor protease fluorescence, 24 h. AID 651635. actives 0.49% (n = 400,000). Potency, µM (top dose mostly 56.7 µM), usual class: cytotoxic; also: potency is read from the fitted curve at half-maximal effect; nearly all actives have a fitted effect of over 40% in size
# Akt phos inh = blocks phosphorylation of Akt; activity change, % for hits at 50 µM; actives 0.32% (n = 360,000); Neuro2A IGF-stimulated pAkt S473 HTRF, 20 min; stronger effect = lower value; AID 651550; in the data active = activity change below about -80%; inconclusive = mostly about -51% to -80%; also: % is scaled to controls: 0 for no effect and ±100 for the full control effect
#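 Neuro2A cells in DMEM with 0.5% FBS, overnight at 37 deg C, given compound at single 50 µM final, then IGF (6 nM final) for 20 min at 37 deg C. Lysed; phospho-Akt Ser473 by HTRF after 24 h, 665/615 ratio.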
# A549 tox = counter-screen for Nrf2 inhibitors: cytotoxicity in A549 cells | A549 ARE-Fluc cells, CellTiter-Fluor viability, 18-24 h | Potency, µM (top dose mostly 46 µM), inactives show at the top dose activity change, negative = cytotoxicity, usual class: inhibitors | actives 0.16% (n = 390,000) | AID 504648; also: potency is read from the fitted curve at half-maximal effect; % is scaled to controls: 0 for no effect and ±100 for the full control effect
#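 A549 ARE-Fluc cells in 5% FBS OPTI-MEM, 5000 cells/well, rested 2 h then exposed to compounds in concentration-response for 18-24 h at 37 °C. Viability by CellTiter-Fluor fluorescence (Ex 405/Em 525) after 30 min; luciferase luminescence (BugLite, 15 min, RT) read afterwards.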
# Nrf2 block = Nrf2 pathway inhibition | A549 ARE-Fluc reporter, luciferase luminescence, 18-24 h | Potency, µM (titrated, usually from 46 µM), inactives show at the top dose activity change, negative = inhibition, usual class: inhibitors | actives 2.1% (n = 360,000); also: potency is read from the fitted curve at half-maximal effect; % is scaled to controls: 0 for no effect and ±100 for the full control effect; nearly all actives have a fitted effect of over 60% in size
#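 A549 ARE_Fluc cells, 5000/well, 5% FBS OPTI-MEM; compounds in dose-response, 18-24 h at 37 °C/5% CO2; CellTiter-Fluor viability read (Ex 405/Em 525), then BugLite luciferase luminescence = Nrf2 activity.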
# TGFb inhibitor = inhibitors of TGF-b signaling; HepG2 CAGA-GFP TGF-b/SMAD3 reporter, GFP fluorescence, 18 h; TGF-beta stimulated, 500 pg/mL final; actives 1.2% (n = 410,000); Potency, µM (titrated, usually from 46.1 µM), without a hit: at the highest dose activity, negative = inhibition, actives largely listed as inhibitors; also: potency is read from the fitted curve at half-maximal effect; % is scaled to controls: 0 for no effect and ±100 for the full control effect; nearly all actives have a fitted effect of over 65% in size
#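 HEPG2 CAGA-GFP, 1000 cells/well; 2 h settle, 37 C; cpd via pin tool; TGF-b 500 pg/mL final; 18 h, 37 C; GFP imaging ex488/em500-530; %Activity normalised to -TGF-b and +DMSO controls; CRC fit, curve class.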
# The depositor's hits bear a star; i = inactive; ? = inconclusive; · = not tested or not shown; & = joins results of further samples. Unless noted, calls follow the shape of the dose curve; as a rule, active = well fitted curve in the direction sought with a large enough effect; inconclusive = small, poorly fitted or top-dose-only effect, or another doubt; inactive = no such curve, though single readings can be large; an effect the other way counts as inactive or inconclusive.
[1] O=C(CN1C(=O)NC(c2ccccc2)(c2ccccc2)C1=O)NCc1ccc(F)cc1
[2] Cc1ccc(/C=N/NC(=O)Cc2ccc(O)cc2)s1
[3] COc1ccc(Cc2cnc(N)s2)cc1
[4] COc1cc(/C=N/NC(N)=O)cc(Br)c1OCc1ccc(C)cc1
[5] COc1cccc(C(=O)NC(=S)Nc2nnn(C)n2)c1
[6] CC(=O)Nc1sc2c(c1C#N)CCCCC2
[7] Clc1c(CSc2nc3ccccc3o2)nc2sccn12
[8] CN(C)c1ccc(/C=C(/NC(=O)c2ccccc2)C(=O)NCCN2CCOCC2)cc1

assay / entry	1	2	3	4	5	6	7	8
CCT chaperon mod	-2.0	-0.5	1.8	-0.5	2.3	1.7	-1.4	0.4
MmCpn inh	0%	-2%	-4%	2%	-2%	0%	-3%	-4%
HepG2 viability	6%	-23%	-29%	-6%	3%	-21%	-33%	6%
Nrf2 ARE act	0.0%	0.2%	3.0%	0.3%	0.6%	4.6%	?	1.2%
S2 tox	i	i	i	i	i	i	i	i
Akt phos inh	i	i	i	i	i	i	i	i
A549 tox	2%	3%	-3%	-2%	-2%	?	-12%	-18%
Nrf2 block	1%	0%	15%	-4%	14%	17%	?	2%
TGFb inhibitor	-24%	-1%	-2%	-1%	?	7%	3%	10%

[9] Cc1ccc(OCCNC(=O)/C=C/c2ccc([N+](=O)[O-])cc2)cc1C
[10] COc1ccc(CNC(=O)CCCn2nc(C)n3c(cc4sccc43)c2=O)cc1
[11] CSc1nc(Cc2ccc(Cl)cc2)nc2ccccc12
[12] COc1ccccc1/C=C/C(=O)OCCCN(C)C
[13] Cc1nc(NC(=O)COc2ccccc2)sc1C(=O)Nc1cccc(Cl)c1
[14] NC(=O)CCC(NC(=S)Nc1ccccc1)C(=O)O (stereo not drawn)
[15] O=C(Nc1ccc2nc3n(c(=O)c2c1)CCCCC3)C(=O)Nc1ccccc1F
[16] Cc1cccc(CCNC(=O)CCc2nnc(CCc3ccccc3)o2)n1

assay / entry	9	10	11	12	13	14	15	16
CCT chaperon mod	-0.5	-1.1	-1.6	0.9	-1.1	0.2	·	0.1
MmCpn inh	-1%	-4%	-1%	-1%	-10%	-2%	·	3%
HepG2 viability	0%	7%&0%	-29%	-45%	0%	13%	-42%	-5%
Nrf2 ARE act	1.9%	-0.6%&-1.3%	-0.6%	3.7%	5.8%	0.0%	2.6%	0.0%
S2 tox	i	i	i	i	i	i	i	i
Akt phos inh	i	i	i	i	i	i	·	i
A549 tox	17%	2%&-2%	·	-7%	6%	11%	-8%	5%
Nrf2 block	10%	-26%&-23%	9%	?	14%	20%	?	1%
TGFb inhibitor	?	?	-9%	-1%	-11%	0%	-3%	14%

[17] NS(=O)(=O)c1ccc(CCNC(=O)CNC(=O)c2ccc(Br)o2)cc1
[18] Cc1cc(C)nc(SCc2csc(N)n2)n1
[19] O=C(CN(Cc1ccccc1)S(=O)(=O)c1ccc(F)cc1)NCc1cccnc1
[20] Cc1cc(C)c(S(=O)(=O)NCc2ccccn2)c(C)c1
[21] Cc1ccc2c(c1)C(=C(C#N)C#N)CCN2
[22] C=CC[C@H](CC(=O)OC(C)(C)C)C(=O)OC[C@H]1CCCN1C(=O)[C@H](CC=C)CC(=O)NCCO
[23] c1ccc(-c2cnnn2-c2ccccc2)cc1
[24] COC(=O)CSCC(=O)Nc1cc2c(cc1C(C)=O)OCO2

assay / entry	17	18	19	20	21	22	23	24
CCT chaperon mod	-4.9	0.8	-0.2	-1.9	0.2	-3.7	-1.2	-1.6
MmCpn inh	?	-2%	2%	1%	·	-1%	2%	-4%
HepG2 viability	3%	3%	-29%	-4%	9%	-14%	10%	-18%
Nrf2 ARE act	-0.1%	3.0%	-1.1%	-0.7%	-0.2%	-1.3%	3.0%	-1.2%
S2 tox	i	i	i	i	?	i	i	i
Akt phos inh	i	i	i	i	i	i	i	i
A549 tox	1%	0%	4%	2%	-18%	1%	3%	6%
Nrf2 block	-5%	·	-5%	2%	?	4%	1%	9%
TGFb inhibitor	17%	9%	-4%	8%	-1%	?	23%	-21%

# Molecules from the list above containing two or more sulfur atoms (2):
[7] Clc1c(CSc2nc3ccccc3o2)nc2sccn12
[18] Cc1cc(C)nc(SCc2csc(N)n2)n1

assay / entry	7	18
CCT chaperon mod	-1.4	0.8
MmCpn inh	-3%	-2%
HepG2 viability	-33%	3%
Nrf2 ARE act	?	3.0%
S2 tox	i	i
Akt phos inh	i	i
A549 tox	-12%	0%
Nrf2 block	?	·
TGFb inhibitor	3%	9%

# Other structures.
[25] Cc1ccc(S(=O)(=O)N2[C@@H](c3ccccc3)C(C(=O)O)=CC[C@H]2c2cccc(C)c2)cc1
[26] CC(C)N(Cc1nc(-c2ccccc2)no1)C(=O)c1ccc(Cl)cc1
[27] CCC(C)NC(=O)Cn1c(=O)n(Cc2ccc(C(=O)NCCCOC)cc2)c(=O)c2ccccc21 (stereo not drawn)
[28] O=C(Nc1ccccc1)Nc1ccc(Cl)c(S(=O)(=O)N2CCOCC2)c1
[29] COc1cccc2c1nc(C)c1cc(C)oc12
[30] CCC1=NN2C(=N)/C(=C\c3ccc(OCCOc4ccc(NC(C)=O)cc4)cc3)C(=O)N=C2S1
[31] CCN(C(=O)COC(=O)c1cc(-c2ccc(C)o2)nc2ccccc12)C1CCS(=O)(=O)C1 (stereo not drawn)
[32] O=C(O)c1ccccc1C(=O)N1CCN(c2ccccc2)CC1

assay / entry	25	26	27	28	29	30	31	32
CCT chaperon mod	-1.6	-0.7	·	1.3	0.8	-0.7	3.2	2.7
MmCpn inh	1%	0%	·	-2%	-1%	0%	-6%	1%
HepG2 viability	-8%	-11%	-2%	-19%	-14%	-6%	7%	9%
Nrf2 ARE act	-4.9%	0.2%	-0.5%	2.2%	2.6%	-0.5%	0.4%	-0.3%
S2 tox	i	?	i	?	i	i	·	i
Akt phos inh	i	i	·	i	i	i	i	i
A549 tox	-14%	2%	-3%	-9%	9%	-7%	0%	11%
Nrf2 block	-11%	-22%	10%	?	?	-3%	-13%	·
TGFb inhibitor	-6%	-27%	17%	?	-5%	13%	1%	?

[33] COc1ccc(C(=O)Nc2oc(-c3ccccc3)c(-c3ccccc3)c2C#N)cc1
[34] COc1cc([N+](=O)[O-])ccc1NC(=O)CSc1n[nH]c(C(C)C)n1
[35] Oc1ccc(-c2c(-c3ccsc3)sc3ccccc23)cc1
[36] Cc1cc(C)cc(OCC(O)CN2CCN(Cc3ccc4c(c3)OCO4)CC2)c1 (stereo not drawn)
[37] COc1ccc(CCNC(=O)c2c(C)oc3nc(C)nc(N4CCOCC4)c23)cc1OC
[38] COc1ccc(S(=O)(=O)NC2CCc3ccccc32)cc1OC (stereo not drawn)
[39] O=C(CN1C(=O)CCc2cc(S(=O)(=O)N3CCOCC3)ccc21)NCc1ccccc1Cl
[40] Cn1c(=O)oc2cc(S(=O)(=O)NCCC(=O)N3CCN(c4ccccc4)CC3)ccc21

assay / entry	33	34	35	36	37	38	39	40
CCT chaperon mod	-0.9	-8.0	-1.2	-0.6	·	-1.0	·	-4.0
MmCpn inh	-10%	0%	-6%	-3%	·	0%	·	0%
HepG2 viability	-28%	-2%	-43%	-12%	-13%	-1%	-15%	8%
Nrf2 ARE act	0.4%	0.1%	12%	5.0%	-1.2%	-0.1%	0.4%	0.2%
S2 tox	i	i	?	i	·	i	i	i
Akt phos inh	i	i	i	i	·	i	·	i
A549 tox	-25%	-4%	-1%	-17%	-8%	-1%	0%	9%
Nrf2 block	?	14%	?	?	22%	?	·	?
TGFb inhibitor	-23%	4%	11µM*	-26%	-20%	-7%	-23%	14%

[41] COc1ccc(C(NC(=O)c2cccnc2)c2cc(Cl)c3cccnc3c2O)cc1OC (stereo not drawn)
[42] COc1ccc(C(=O)Nc2ccc3c(c2)CCCN3S(=O)(=O)c2ccc(C)cc2)c(OC)c1
[43] CCOC(=O)c1ccc(NC(=O)C2=C(C)Nc3nc(CCCO)nn3C2c2ccc(OC)cc2)cc1 (stereo not drawn)
[44] Cc1nc(C)c(CC(=O)N/N=C/c2ccc(O)cc2)c(=O)[nH]1
[45] CC(C)CN1CCC(=O)N([C@H](COc2ccccc2)c2ccccc2)CC1
[46] COc1ccc(C2=NOC(C(=O)Nc3cc(C)on3)C2)cc1 (stereo not drawn)
[47] COC(=O)C(NC(=O)c1ccco1)(Nc1ccc(Br)cn1)C(F)(F)F (stereo not drawn)
[48] Cc1ccc(Cn2nnc3c(=O)[nH]c(C4CCN(C(=O)Cc5cccs5)CC4)nc32)cc1
[49] CC(=O)c1ccc(NC(=O)[C@@H]2CCCN2C2=NS(=O)(=O)c3ccccc32)cc1

assay / entry	41	42	43	44	45	46	47	48	49
CCT chaperon mod	1.6	·	-0.3	0.7	-0.5	-2.6	-0.6	0.4	1.5
MmCpn inh	1%	·	1%	-1%	-3%	0%	-2%	1%	1%
HepG2 viability	-102%	8%	-1%&-23%	5%	-14%&-47%	-43%	-22%	-100%	-1%
Nrf2 ARE act	-0.9%	4.1%	0.3%&0.6%	0.4%	1.3%	0.4%	2.3%	-0.3%	-1.0%
S2 tox	i	i	i	i	i	i	i	i	i
Akt phos inh	i	·	i	i	i	i	i	i	i
A549 tox	?	4%	-2%	5%	2%	3%	-4%	1%	1%
Nrf2 block	?	·	?	11%	15%	4%	-12%	8%	6%
TGFb inhibitor	?	1%	-1%&-12%	-1%	?	-19%	-4%	?	9%
